# GAA inh: blocks human lysosomal alpha-glucosidase | purified human GAA, 4-MU-alpha-glucoside fluorescence | Potency, µM (titrated, usually from 76.9 µM), for the others: at the top dose activity change, negative = inhibition, actives largely listed as inhibitors | 200,000 compounds, 0.005% hits;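 note: potency is the fitted concentration of half-maximal effect; plate controls were uninhibited enzyme wells for no effect and no-enzyme background for full effect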
#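 Human alpha-glucosidase, 4 nM, pre-mixed with test compounds before 400 uM 4-methylumbelliferyl substrate; 20 min room temperature at pH 5.0. Fluorescence read after pH 10 stop; AC50 values from Hill-equation fits.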
# HttQ103 aggreg: inhibitors of mutant huntingtin aggregate formation in PC12 cells; PC12 HttQ103-GFP aggregates, Acumen cytometry, 40 h; Potency, µM (series often up to 46.1 µM), inactives show at the highest dose activity change, negative = inhibition, usual class: inhibitors; 220,000 compounds, 1.1% hits; AID 1688; note: potency is the fitted concentration of half-maximal effect; % is set by controls: 0 for no effect and ±100 for the full control effect; nearly all actives have a fitted effect of over 60% in size
#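 Huntingtin Q103 exon 1–GFP aggregates in induced PC12 cells (100 nM tebufenozide) were quantified by cytometry from lysates, with compounds dosed in titration.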
# HTT ATP protect: protects HTT-Q103 PC12 cells, measured by ATP. 230,000 compounds, 0.14% hits. PC12 HTT-Q103 induced, cytoprotection, ATP luminescence, 40 h. Potency, µM (series often up to 56.4 µM), inactives show cytoprotection (ATP increase), actives largely listed as activators;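 note: potency is the fitted concentration of half-maximal effect; % of control where 0% means no effect; nearly all actives have a fitted effect of over 45% in size; toxic huntingtin expression switched on by the ecdysone agonist tebufenozide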
#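 PC12 cells stably carrying ecdysone-inducible Htt exon 1 (Q103)–GFP were induced with 100 nM tebufenozide (final) alongside library compounds in a dose series. Cytoprotection was scored as retained ATP by ATPlite luminescence.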
# Lamin A splicing: modulators of lamin A splicing; HeLa LMNA splicing GFP/RFP minigene ratio, 48 h; Potency, µM (series often up to 46.1 µM), without a hit: at the top dose ratio change, negative = inhibition, hits mostly inhibitors; 200,000 compounds, 0.01% hits; active = well fitted inhibition curve with a large enough effect in the signal ratio, with a control signal flat, not every such curve was filed as active; inconclusive = small, poorly fitted or top-dose-only effect, or effect the other way, or a change in a side signal; the % refers to the signal ratio; note: potency is the fitted concentration of half-maximal effect; % is set by controls: 0 for no effect and ±100 for the full control effect
#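 S3 HeLa cells stably expressing lamin A-EGFP splicing minigene plus DsRed2, 600 cells/well, 48 h compound exposure at 37C. Laser-scanning cytometry; analysed as GFP (500-530 nm)/RFP (575-640 nm) total intensity ratio; 0.5% DMSO vehicle.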
# GAA glycogen mod: inhibitors or activators of human alpha-glucosidase glycogen cleavage; 300,000 compounds, 0.38% hits; Potency, µM (series often up to 76.4 µM), for inactives: top-dose activity change, negative = inhibition, most hits filed as inhibitors; recombinant GAA, glycogen substrate, Amplex Red glucose oxidase fluorescence; P10253;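 note: potency is the fitted concentration of half-maximal effect; 0% = full enzyme reaction and -100% = no-enzyme basal signal; the screen sought inhibitors and activators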
#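 Recombinant human alpha-glucosidase (4 nM final) hydrolysed bovine liver glycogen (30 ug) for 40 min at 37 C in pH 5.0 citrate/phosphate with 0.01% Tween-20. Released glucose detected by glucose oxidase/Amplex Red, Ex 573/Em 610 nm. Compounds up to 77 uM; AC50 from Hill fits.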
# aGlu spleen mod: inhibitors or activators of human alpha-glucosidase in spleen homogenate | 240,000 compounds, 0.006% hits | Potency, µM (series often up to 79.9 µM), for inactives: at the top dose activity change, negative = inhibition, actives largely listed as inhibitors | AID 2112 | human spleen homogenate, 4-MU-alpha-glucoside fluorescence;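 note: potency is the fitted concentration of half-maximal effect; 0% = enzyme with vehicle and -100% = no enzyme basal signal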
#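 Human spleen homogenate (1 ug) with 4-methylumbelliferyl-alpha-D-glucopyranoside (1 mM final) in 50 mM citrate/phosphate pH 5.0, 0.01% Tween-20; 40 min at 37 C. Stopped at pH 10; 4-MU fluorescence Ex 365/Em 440 nm; AC50 by Hill fit.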
# CBFb RUNX1 block: CBF-beta/RUNX1 interaction disruption. AlphaScreen CBFb-His/RUNX1-biotin binding, biochemical. 230,000 tested, under 10 active. Q01196+Q13951. AID 1477. Potency, µM (titrated, usually from 59.8 µM), for the others: top-dose activity, negative = inhibition, hits mostly inhibitors; note: % of control where 0% means no effect
# Target sequence (Q01196 whole entry, looked up): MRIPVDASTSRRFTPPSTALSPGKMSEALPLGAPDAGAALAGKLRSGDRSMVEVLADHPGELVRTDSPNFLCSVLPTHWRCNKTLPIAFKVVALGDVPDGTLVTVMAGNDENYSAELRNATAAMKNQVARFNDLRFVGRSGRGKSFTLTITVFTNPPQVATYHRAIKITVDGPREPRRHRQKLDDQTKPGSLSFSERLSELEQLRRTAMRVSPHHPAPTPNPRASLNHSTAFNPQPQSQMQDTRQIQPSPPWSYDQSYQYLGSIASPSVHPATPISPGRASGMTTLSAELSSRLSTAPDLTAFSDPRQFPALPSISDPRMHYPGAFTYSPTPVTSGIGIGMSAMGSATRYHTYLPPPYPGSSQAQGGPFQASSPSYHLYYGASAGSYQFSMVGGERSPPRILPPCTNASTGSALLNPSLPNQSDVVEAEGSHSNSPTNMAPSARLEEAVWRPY
# Target sequence (Q13951 whole entry, looked up): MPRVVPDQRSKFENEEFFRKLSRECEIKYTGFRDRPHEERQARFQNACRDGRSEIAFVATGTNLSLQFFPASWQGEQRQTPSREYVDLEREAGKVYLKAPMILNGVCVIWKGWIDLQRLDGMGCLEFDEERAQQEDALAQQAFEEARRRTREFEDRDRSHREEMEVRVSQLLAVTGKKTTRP
#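 Read-out: AlphaScreen. Format: His-CBF-beta with biotinylated RUNX1 (30 nM each) preincubated 20 min, compound 15 min, Ni-chelate plus streptavidin beads 90 min; room temperature throughout.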
# The depositor's hits bear a star; u = inconclusive; x = no result given; & = joins results of further samples; [ ] = dose if it differs, or a comment. Unless noted, calls come from the whole dose curve; as a rule, active = well fitted curve in the direction sought with a large enough effect; inconclusive = small, poorly fitted or top-dose-only effect, or another doubt; inactive = no such curve, though single readings can be large; an effect the other way counts as inactive or inconclusive. No enrichment for hits; any-hit rate near 1.5%.
SMILES,GAA inh,HttQ103 aggreg,HTT ATP protect,Lamin A splicing,GAA glycogen mod,aGlu spleen mod,CBFb RUNX1 block
O=C(COC(=O)c1cc([N+](=O)[O-])ccc1NCCO)c1ccc(Cl)cc1,1%,-25%,15%[10 µM],u,6%,-5%,-17%
CCN1CCOC(CC(=O)Nc2cccc([N+](=O)[O-])c2)C1=O (stereo not drawn),x,27%[9.22 µM],6%[10 µM],x,-1%,-5%,-10%
C=C1C=C(Br)C2(OCCCO2)[C@H]2OC12 (stereo partly drawn),x,x,u,x,x,-5%[17.4 µM],3%[13.1 µM]
O=C(NCCOc1ccccc1)C(=O)c1c[nH]c2ccccc12,x,8%[9.22 µM],13%[10 µM],x,-6%,1%,2%
COc1cccc(NC(=S)N(CCCN2CCOCC2)C(C)c2cc3ccccc3o2)c1 (stereo not drawn),0%,-16%,-22%,12%[9.22 µM],-4%,-21%,-15%
CCCCOC1(c2ccccc2)OC(=O)c2ccccc21 (stereo not drawn),-15%,3%,7%,3%,-4%,-4%,13%
CCOC(=O)C1CCCN(C(=O)Cn2sc3nc(C)cc(C)c3c2=O)C1 (stereo not drawn),-10%,u,-59%[inhibitor],10%,-7%,2%,-2%
O=C1CNCc2[nH]c3ccccc3c2N1c1ccccc1,-1%,u,-31%[1.9 µM],11%,11%,-2%,3%
CCN1CCN(c2nc(Nc3cccc(F)c3)nc(N)c2[N+](=O)[O-])CC1,x,2%[9.22 µM],-1%[10 µM],x,-13%,0%,-1%
N/C(=N\c1nc2c(c(=O)[nH]1)CCC2)Nc1cccc2ccccc12,-10%,19%,-1%,3%,5%,2%,1%
O=S(=O)(Nc1cccnc1)c1ccc(Cl)cc1,-7%,-22%,-57%[inhibitor],-1%,8%,1%,2%
Cc1c(Cl)c(-c2n[nH]c(=S)n2Cc2ccco2)nn1C,-2%,5%,8%[10 µM],10%,14%,-2%,-5%
O=C(Cn1nnc(-c2ccccc2)n1)N/N=C/c1ccc(-c2ccc(Cl)cc2)o1,u,1%,-4%[10 µM],-7%,13%,1%,-2%
CC(=O)OCc1c(C(F)(F)F)nn(C)c1Oc1ccccc1,-10%,-10%,-10%[10 µM],6%,-2%,-7%,16%
Fc1ccc(-n2nnnc2-c2cnc(-c3cccs3)nc2C(F)(F)F)cc1,-3%,-4%,-27%,-1%,u,7%,4%
O=[N+]([O-])c1ccc(NC2CCCC2)cc1,u,-10%,-10%[0.074 µM],u,-3%,-13%,-1%
COCCN1C(=O)c2oc3ccccc3c(=O)c2C1c1ccc(C(=O)OC)cc1 (stereo not drawn),4%,-12%,27%[10 µM],-7%,4%,-1%,11%
Cc1cc(C)cc(NC(=S)N(CCN(C)C)Cc2cccs2)c1,-10%,-6%,-9%,x,-7%,5%,-1%
CCCN(CCC)C1Sc2ccc(C(=O)OC)cc2NC1=O (stereo not drawn),-3%,7%,5%,13%,-4%,-3%,2%
CCOC(=O)C1CCN(S(=O)(=O)Cc2ccccc2)C1=O (stereo not drawn),-6%,-6%,-8%[10 µM],-2%,8%,-4%,-3%
CCOC(=O)c1ccc(Oc2ccc(C(F)(F)F)cn2)cc1,-1%,16%,-26%,-3%[9.22 µM],3%,x,11%
C[C@@H](C(=O)OCC(=O)NCCc1ccc(S(N)(=O)=O)cc1)N1C(=O)C2CCCCC2C1=O (stereo partly drawn),4%,-9%,-49%[inhibitor],u,-4%,-15%,-8%
COc1ccc(-c2nc(-c3ccccc3)oc2Nc2ccccc2C)cc1,x,x,u,x,x,-5%&-3%,-5%&-11%
CCOCCCNC(=O)c1cc(C)nn1-c1ccccc1,0%,-1%,-6%,-3%,0%,-10%,8%

# Part of the list above, bar-delimited.
SMILES | GAA inh | HttQ103 aggreg | HTT ATP protect | Lamin A splicing | GAA glycogen mod | aGlu spleen mod | CBFb RUNX1 block
CCOC(=O)c1ccc(Oc2ccc(C(F)(F)F)cn2)cc1 | -1% | 16% | -26% | -3%[9.22 µM] | 3% | x | 11%
C[C@@H](C(=O)OCC(=O)NCCc1ccc(S(N)(=O)=O)cc1)N1C(=O)C2CCCCC2C1=O (stereo partly drawn) | 4% | -9% | -49%[inhibitor] | u | -4% | -15% | -8%
COc1ccc(-c2nc(-c3ccccc3)oc2Nc2ccccc2C)cc1 | x | x | u | x | x | -5%&-3% | -5%&-11%
CCOCCCNC(=O)c1cc(C)nn1-c1ccccc1 | 0% | -1% | -6% | -3% | 0% | -10% | 8%

# Other structures follow.
SMILES,GAA inh,HttQ103 aggreg,HTT ATP protect,Lamin A splicing,GAA glycogen mod,aGlu spleen mod,CBFb RUNX1 block
COC(=O)N/N=C/c1ccc(Oc2ccccc2)cc1,-3%,-9%,-58%[inhibitor],0%[46 µM],4%,-15%,4%
COc1ccc(CCN2C(=NC(=O)C(C)C)SC3CS(=O)(=O)CC32)cc1OC (stereo not drawn),x,-17%[9.22 µM],-5%[10 µM],x,1%,1%,2%
CC(=O)c1c(C)n([O-])c2cc(F)c(F)cc2[n+]1=O,2%,u,-25%,-8%[9.22 µM],2%,-6%,3%
N#Cc1c(-c2ccccc2)ccnc1Oc1ccccc1,-5%,-7%,-12%,2%,-2%,-23%,21%
CCOC(=O)CSc1nc(-c2ccccc2)ns1,-2%,19%,x,x,2%,3%,14%
CS(=O)(=O)c1ccc2nc(NC(=O)CCN3C(=O)c4ccccc4C3=O)sc2c1,6%,6%,-18%,u,10%,1%,9%
COc1ccc(CN(CCN2CCOCC2)C(=O)c2c(F)cccc2F)cc1OC,-4%,3%,-23%[10 µM],3%,7%,9%,1%
C=CCc1cc(/C=C2/NC(=O)NC2=O)cc(OCC)c1O,-4%,-4%,-15%,x,u,-4%,3%
CCOc1cc(/C=N\Nc2nc(-c3ccc(C)cc3)c(NC(C)=O)s2)ccc1O,x,-1%[9.22 µM],17%[10 µM],x,-27%,-7%,5%
O=C(NCc1ccc(Cl)cc1)C(=O)NCC(c1cccnc1)N1CCN(c2ccc(F)cc2)CC1 (stereo not drawn),u,u,-79%[inhibitor],7%[9.22 µM],2%,2%,1%
Cc1ccc2c(c1)C(=O)C(=O)N2CCCOc1ccccc1,13%,-1%[9.22 µM],9%[10 µM],-13%[46 µM],18%,-5%,-4%
CCOC(=O)C1CCCN(c2cc(=O)n(C3CCCCC3)c(=O)[nH]2)C1 (stereo not drawn),6%,13%,-30%,-3%[9.22 µM],-1%,-2%,-4%
CCOCc1c(C(=O)NC2=Nc3ccccc3NC(CC)=C2C(=O)OCC)oc2ccccc12,-11%,u,-6%[10 µM],u,1%,4%,13%
Cc1ccc2c(Cl)cc(Cl)c(OCC(=O)NCc3ccco3)c2n1,-6%,-10%,u,3%,4%,-18%,x
O=C(/C=C/c1c(Cl)cccc1Cl)NCc1ccccc1,1%,16%,x,-4%,9%,-12%,6%
O=C(OCc1cccc(F)c1)c1ccc2c(c1)-c1ccccc1C2=O,-7%,9%,-13%,-1%,-3%,-2%,3%
Cc1ccc(N(C(=O)NC2CCCCC2)C2=NCCCCC2)cc1,-8%,-16%,1%[10 µM],-6%,-6%,4%,3%
CCN1CCN(CCNC(=O)CS(=O)(=O)Cc2nc(-c3ccc(C)cc3)oc2C)CC1,-7%,-8%,4%,1%,-13%,-5%,2%
CN1CCCN(Cc2ccccc2C(F)(F)F)CC1,-2%,-9%,3%[10 µM],-15%,2%,1%,-3%
COc1ccc(NC(=S)NCc2ccc3c(c2)cc(C)n3C)cc1,0%,4%,x,u,-9%,2%,1%[2.36 µM]
COc1ccc(S(=O)(=O)n2nc(OC(=O)c3cccs3)cc2N)cc1,2%,-1%,-16%,-1%,-8%,-6%,1%
N#CCSc1nc2c(cc1C#N)CCCC2,-14%,u,-13%[10 µM],u,4%,-4%,17%
CCOC(=O)C1CCCN(C(=O)c2cn(CC)c3ccc(S(=O)(=O)N(C)C)cc3c2=O)C1 (stereo not drawn),u,-5%,-11%,1%,-1%,2%,1%
CCCCNC(=O)C1C2C=CC3(CN(Cc4ccc(C)cc4)C(=O)C13)O2 (stereo not drawn),3%,-19%,-8%,-5%,6%,-4%,1%
CCN1CCN(C(=O)C2CC(c3ccc(F)cc3)=NO2)CC1 (stereo not drawn),-2%,9%,-2%,-4%,-2%,8%,-1%
N#Cc1nc(-c2cccs2)oc1N1CCOCC1,u,-3%,-9%[10 µM],-17%,-4%,2%,7%
O=C(COC(=O)COc1ccc(Cl)cc1)Nc1ccc(F)c([N+](=O)[O-])c1,-5%,10%,7%[10 µM],14%,-9%,-5%,-1%
Cc1ccc(C)n1-c1cc([N+](=O)[O-])ccc1-n1ccnc1,2%,-2%[9.22 µM],-16%[10 µM],1%[46 µM],9%,-1%,14%
O=C(CSc1ncnc2nc[nH]c12)Nc1nnc(SCc2ccc(Cl)c(Cl)c2)s1,-5%,7%,-72%[inhibitor],u,7%,-2%,-8%
COc1ccc(Cl)cc1NC(=S)NCCc1c[nH]c2ccccc12,-10%,x,-54%[inhibitor],u,-25%,-16%,-7%
COC(=O)C1=C(C(=O)OC)C(c2cc(Cl)ccc2O)c2sc(=O)[nH]c2S1 (stereo not drawn),-1%,-9%,-9%,5%,-4%,-5%,-11%
Cc1cc2cc(CNC(=O)NC3CCCCC3)ccc2[nH]1,-13%,u,3%,7%,0%,-5%,-6%
CCOC(=O)C(Cc1ccccc1)C(=O)Nc1cccc(C)c1 (stereo not drawn),2%,15%,5%[10 µM],-7%,11%,-2%,5%
Cc1cc(C)cc(CSc2nnc(C)c(=O)[nH]2)c1,0%,-13%,-8%[0.074 µM],u,4%,0%,4%
CC(C1CC2CCC1C2)n1c(-c2ccco2)n[nH]c1=S (stereo not drawn),1%,-3%,-11%[10 µM],13%[46 µM],u,5%,16%
O=C(COc1ccc([N+](=O)[O-])cc1)NC(C(=O)O)C(O)c1cccc([N+](=O)[O-])c1 (stereo not drawn),2%,20%[9.22 µM],19%[10 µM],11%[46 µM],-8%,5%,14%
Cc1ccc(C)c2c1cc(C)c1nnc(SCC(=O)c3cccs3)n12,4%,25%,-4%[10 µM],-16%,-8%,-12%,5%
CCOc1ccc(/C=C(/NC(=O)c2ccc(Cl)cc2)C(=O)O)cc1OCC,x,2%[9.22 µM],0%[10 µM],x,0%,11%,-1%
